# NTR1 ag = agonists of NTR1, primary screen, imaging, U2OS cells, beta-arrestin-GFP, high content (AID 493036); P30989; NTR1-U2OS beta-arrestin-GFP spot imaging, agonist mode; activation, % at 20 µM; 0.17% of 330,000 active;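 active means activation at or above 40% of the spot to cytoplasm intensity ratio, with at least 20 cells analyzed; inconclusive means wells under 20 cells, flagged as cytotoxic or low count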;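 further: 0% = DMSO without peptide and 100% = 100 nM NTR1 peptide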
# Target sequence (P30989 whole entry, looked up): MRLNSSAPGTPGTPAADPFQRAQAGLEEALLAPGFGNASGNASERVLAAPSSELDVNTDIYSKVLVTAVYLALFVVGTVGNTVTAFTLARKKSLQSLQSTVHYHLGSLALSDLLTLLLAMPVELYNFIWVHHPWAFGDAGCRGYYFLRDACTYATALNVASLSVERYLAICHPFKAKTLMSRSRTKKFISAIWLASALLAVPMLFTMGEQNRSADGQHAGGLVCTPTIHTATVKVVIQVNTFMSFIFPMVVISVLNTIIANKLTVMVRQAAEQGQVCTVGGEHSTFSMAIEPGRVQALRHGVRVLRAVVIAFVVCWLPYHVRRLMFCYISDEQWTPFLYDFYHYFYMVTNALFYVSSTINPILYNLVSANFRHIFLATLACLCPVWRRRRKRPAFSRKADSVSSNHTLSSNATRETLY
# NS5 inhibitors = Dengue-2 NS5 methyltransferase inhibitors, primary screen, biochemical, confirmation dose response (AID 588689) | Dengue-2 NS5 methyltransferase capping enzyme assay, biochemical; higher % means a stronger effect | inhibition, % at 25 µM; hits with a dose series show IC50 in µM | 0.3% of 340,000 active; in the data active means a potency from the dose series; inconclusive means inhibition above about 29% without an active follow-up result
# AID2073 = disruptors of CaV2.2 binding to Mint1 – biochemical, HTRF (AID 2073); HTRF protein-protein interaction, Mint1-CaV2.2; higher % means a stronger effect; inhibition, % at 20 µM; hits with a dose series show IC50 in µM; 0.19% of 290,000 active; in the data active means inhibition mostly above about 51%, no sharp cut-off; inconclusive means no clear call, values can overlap the other calls; inactive means mostly below about 53%; further: some results filed as inactive read as strong as hits
# K1F lysis inhibition = inhibition of K1F phage lysis, E. coli UTI89, bacterial capsule biogenesis inhibitors, alamar blue (AID 488966); E. coli UTI89 K1F phage lysis, alamar blue, 2 h; higher % means a stronger effect; one-dose inhibition, % at 100 µM; IC50 in µM for titrated hits; 0.02% of 340,000 active;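 active means phage lysis inhibition, versus mean bacterial control, above a set limit; inconclusive means no clear call, values can overlap the other calls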;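 further: capsule biogenesis inhibitors block K1F phage lysis so surviving cells raise fluorescence; higher fluorescence means more inhibition of phage lysis; actives were called in the ten point dose series up to 300 µM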
# WT yeast gro inh = growth inhibition of WT yeast, mitochondrial fusion screen. mitochondrial fusion phenotypic screen, WT strain. inhibition, % at 10 µM. 2.1% of 190,000 active. AID 1362; in the data active means inhibition above about 58%; tested in S. cerevisiae
# GPR35 arrestin U2OS = inhibition of zaprinast-stimulated GPR35 beta-arrestin translocation – imaging, U2OS, beta-arrestin-GFP, zaprinast agonist, primary screen (AID 2058); inhibition, % at 10 µM; hits with a dose series show IC50 in µM; 0.052% of 290,000 active; U2OS GPR35 beta-arrestin-GFP translocation imaging, zaprinast antagonism; higher % means a stronger effect;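 active means inhibition of at least 50% with at least 30 cells and total cytoplasm GFP at most 10,000,000; inconclusive means under 30 cells or total GFP of 10,000,000 plus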
# Autophagy mod = autophagy modulation, high-content screen; MEF GFP-LC3 puncta imaging; test concentration mostly 10 µM; calls only at 10 µM (by protocol); 0.98% of 190,000 active;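 active means percentage of spot-positive cells more than 3 SD above its plate mean, without a fluorescence outlier flag or 80% toxicity; inconclusive means no clear call, values can overlap the other calls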;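 further: spot-positive cell cutoff set from DMSO-treated cells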
# RSV CPE inhibition = inhibition of RSV-induced cytopathic effect – HEp-2 cells, primary 10 µM value included (AID 2391) | 0.13% of 310,000 active | HEp-2 cells, RSV-induced CPE inhibition; higher % means a stronger effect | one-dose CPE inhibition, % at 10 µM; IC50 in µM for titrated hits; in the data active means a potency from the dose series; inconclusive means CPE inhibition mostly from about 23% at the one dose, without a potency; inactive means the rest, 99 in 100 with CPE inhibition below about 21%; further: strong numbers were not always called active
# LYP phosphatase = inhibitors of LYP phosphatase, biochemical, fluorescence intensity, uHTS (AID 1779). recombinant LYP phosphatase, fluorescence intensity; higher % means a stronger effect. one-dose inhibition, % at 11.5 µM; IC50 in µM for titrated hits. 0.054% of 290,000 active; in the data active means inhibition above about 50%;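 further: plate controls were vehicle with enzyme for no effect and no enzyme for full effect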
# WT yeast gro inh mutant strain = also measured in WT yeast gro inh; calls as there; inhibition, %; mitochondrial fusion phenotypic screen, mutant strain inhibition
# Autophagy mod cell loss 18 h = also measured in Autophagy mod; calls as there; toxicity, %; measured here: cell loss, nuclei count;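 cell loss after 18 h compound exposure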
# NTR1 ag cell count 20 µM = recorded beside NTR1 ag, whose call it bears; cell count; measured here: cell count, cytotoxicity flag
# NS5 inhibitors pilot replicate = further read-out of NS5 inhibitors, marked with its call; inhibition, %; measured here: pilot screen replicate inhibition
# Numbers without * were called inactive; i = inactive; ? = inconclusive; / = not tested or not shown; [ ] = remark or other dose.
SMILES,NTR1 ag,NTR1 ag cell count 20 µM,NS5 inhibitors,AID2073,K1F lysis inhibition,WT yeast gro inh,WT yeast gro inh mutant strain,GPR35 arrestin U2OS,Autophagy mod,Autophagy mod cell loss 18 h,RSV CPE inhibition,LYP phosphatase,others
Cc1ccc(NC(=O)CSc2ccc(S(=O)(=O)N3CCCC3)cn2)cc1F,5.4,76,-5%,/,0.1%[50 µM],/,/,/,/,/,1.1%,/,
CCN(C(=O)CSc1ncn[nH]1)c1cccc2ccccc12,1.0,30,-5%,10%,-0.9%,-25,-11,-10%,i,3,1.0%,-8%,
COc1cccc2cc(-c3cc(=O)oc4cc(C)c(O)cc34)oc12,1.1,61,10%,4%,0.0%,/,/,7%,/,/,0.3%,-5%,
CCOc1ccc(S(=O)(=O)n2ccc(C)n2)cc1,-0.5,58,-3%,-2%,0.1%,/,/,-7%,/,/,-1.6%,-15%,
O=C(CN1C(=O)c2ccccc2C1=O)NC1CCCCCC1,-0.5,57,-2%,7%,0.1%,/,/,16%,/,/,-0.6%,-8%,
CCc1nc(CN2CCN(c3ccc(C(F)(F)F)cn3)CC2)c(C)[nH]1,2.8,45,7%,11%,0.9%,/,/,-3%,/,/,14%,2%,
O=C(Nc1ccc(F)cc1F)N1CCCN(c2ccc([N+](=O)[O-])cn2)CC1,2.4,60,-8%,0%,1.5%,/,/,9%,/,/,18%,-8%,
Cc1ccccc1Cn1cc(NC(=O)c2cc(C3CC3)on2)cn1,7.4,53,-5%,9%,0.2%,/,/,-7%,/,/,5.5%,0%,
CCSc1cnn(-c2ccccc2)c(=O)c1Cl,0.4,38,-5%,/,2.1%,/,/,/,/,/,0.1%,/,
Cc1ccc(-c2csc(-c3c[nH]c4ccccc34)n2)c(C)c1,46*,38*,-7%,1%,-0.1%,17,22,-8%,i,-6,0.0%,3%,
CCCCCC1=NN2C(=O)CC(=O)N=C2S1,1.5,72,-17%,7%,-0.8%[50 µM],/,/,-13%,/,/,-2.0%,-14%,
COc1ccc2c(c1)c1ncn(CCN3CCCCC3)c(=O)c1n2C,-1.8,55,-7%,15%,-1.7%,-10,1,10%,i,1,-1.2%,-9%,
O=C(Nc1c2c(nc3ccccc13)CCCC2)c1ccccc1F,0.1,88,0%,-8%,0.4%[50 µM],-23,-6,-2%,i,2,4.5%,-6%,
O=C(c1cccc(Cl)c1)N(Cc1ccco1)C1CCS(=O)(=O)C1 (centres undefined),-1.3,64,-3%,1%,2.1%,/,/,8%,/,/,0.1%,-5%,
O=C(c1cc2ccccc2o1)N1CCN(c2ccccc2Cl)CC1,1.7,65,-1%,-10%,-0.1%,75*,52*,9%,i,0,11%,-1%,
CCSC1=N/C(=C\c2cccc(F)c2)C(=O)S1,5.1,55,5%,-2%,0.4%[50 µM],-6,-10,-2%,i,-6,1.8%,3%,
O=C(Nc1cc(-c2nc3ncccc3o2)ccc1Cl)c1ccc([N+](=O)[O-])o1,28,33,-5%,5%,-0.5%,/,/,-3%,/,/,?,-3%,
CCCN1C(=O)COc2ccc(-c3n[nH]c(=O)c4ccccc34)cc21,-0.7,99,-3%,18%,-0.3%,17,-3,-10%,i,-30,6.7%,-2%,
O=C(Nc1ccc2snnc2c1)N1CCOCC1,-1.3,44,1%,-8%,2.9%,/,/,-1%,i,11,0.6%,-3%,
CN(CCn1ccnc1)C(=O)CC1C(=O)NCCN1Cc1ccccc1C(F)(F)F (centres undefined),0.8,42,1%,6%,0.1%,-6,14,-4%,i,-3,1.0%,3%,

# 2 records picked at random from those above, as already listed:
SMILES,NTR1 ag,NTR1 ag cell count 20 µM,NS5 inhibitors,AID2073,K1F lysis inhibition,WT yeast gro inh,WT yeast gro inh mutant strain,GPR35 arrestin U2OS,Autophagy mod,Autophagy mod cell loss 18 h,RSV CPE inhibition,LYP phosphatase,others
CCCCCC1=NN2C(=O)CC(=O)N=C2S1,1.5,72,-17%,7%,-0.8%[50 µM],/,/,-13%,/,/,-2.0%,-14%,
CCSC1=N/C(=C\c2cccc(F)c2)C(=O)S1,5.1,55,5%,-2%,0.4%[50 µM],-6,-10,-2%,i,-6,1.8%,3%,

# Carrying on.
SMILES,NTR1 ag,NTR1 ag cell count 20 µM,NS5 inhibitors,AID2073,K1F lysis inhibition,WT yeast gro inh,WT yeast gro inh mutant strain,GPR35 arrestin U2OS,Autophagy mod,Autophagy mod cell loss 18 h,RSV CPE inhibition,LYP phosphatase,others
COc1ccc(OC)c(-n2c(-c3ccc(O)cc3O)n[nH]c2=S)c1,-0.6,63,32%,-36%,-0.1%,/,/,10%,/,/,1.6%,-7%,
Nc1ccc2c(c1)COC2=O,1.1,55,0%,16%,0.3%,8,24,-11%,i,-7,1.2%,-1%,
COc1ccc(C)cc1NS(=O)(=O)c1cn(C)nc1C,-1.1,50,-7%,2%,-1.7%,-10,1,18%,i,-1,3.7%,-7%,
COc1ccc(C2CCCN2C(=S)Nc2ccc(C)cc2C)cc1OC (centres undefined),2.1,54,-8%,48%,0.1%,4,-2,-8%,i,38,4.8%,0%,
C/C(=N\NC(=O)Cc1ccc(Cl)c(Cl)c1)c1cccnc1,2.3,67,1%,3%,0.2%,/,/,-4%,/,/,9.1%,-8%,
Cc1nonc1CN(C)C(=O)c1cc(COc2ccc(F)cc2Cl)on1,0.4,64,-10%,9%,0.0%,/,/,6%,/,/,5.8%,4%,
Cc1ccc(CNC(=O)CCC2CCCN(Cc3cccc4cccnc34)C2)o1 (centres undefined),4.7,51,-4%,8%,0.4%,7,10,-2%,i,19,0.9%,3%,
CC(Oc1ccc(Cl)cc1)C(=O)NCCN1C(=O)S/C(=C\c2cccnc2)C1=O (centres undefined),2.5,71,-3%,0%,-0.5%[50 µM],6,7,12%,i,11,1.8%,6%,
O=c1cccccc1NN=C1CCCCC1,-1.1,48,-16%,-7%,0.9%,/,/,-7%,/,/,/,-2%,
COc1cccc(-c2nnc(SCC(=O)Nc3cc(C)on3)n2C)c1,-0.8,56,-1%,-6%,0.2%,/,/,6%,i,-35,-0.5%,-17%,
O=C(c1cnc2ccccn2c1=O)N1CCCc2ccccc21,0.4,52,-4%,-5%,2.4%,-5,-6,6%,i,-12,1.4%,-11%,
CC(C)CCNC(=O)C1CCN(c2nnc(-n3cccc3)s2)CC1,2.0,58,-1%,-5%,0.4%,13,6,-7%,/,/,1.9%,-3%,
c1coc(-c2nnc(SCc3cn4ccccc4n3)o2)c1,1.4,54,2%,-3%,0.2%,-9,2,21%,i,-14,1.4%,4%,
COc1ccc(/C=C/c2nc(N)nc(-c3ccccc3O)n2)cc1OC,9.5,109,-4%,24%,-0.6%,28,3,-18%,i,-6,47%,2%,
Cn1c(=O)cc(N2CCCCC2)[nH]c1=O,-1.7,61,2%,-3%,2.2%,11,1,-6%,i,-2,0.5%,-5%,
COc1ccc(S(N)(=O)=O)cc1C(=O)NC1CCCc2ccccc21 (centres undefined),1.4,55,-9%,?,-0.2%,/,/,-4%,/,/,2.0%,-1%,
CC(C)N1CCC(N2CCN(Cc3ccc(C#CC(C)(C)O)s3)CC2CCO)CC1 (centres undefined),-2.4,102,-6%,10%,0.2%,11,11,-9%,i,11,0.1%,-8%,
CC(C)(C)NC(=O)C(c1ccncc1)N(CC1CCCO1)C(=O)Cn1nnc(-c2ccc(F)cc2)n1 (centres undefined),-0.3,68,-5%,10%,4.5%,-24,-15,8%,i,-15,-0.3%,-3%,
O=C(CN1C(=O)NC2(CCCC2)C1=O)OCCOc1ccccc1Cl,-0.2,70,4%,/,2.1%[50 µM],/,/,/,/,/,-0.3%,/,
C=CCn1c(=O)c2ccccc2n2c(SCC(=O)N3CCCc4ccccc43)nnc12,-3.4,92,-5%,8%,-0.4%,0,3,5%,i,11,3.1%,-5%,
FC(F)(F)c1ccc(Cl)c(-n2c(Cc3cccs3)n[nH]c2=S)c1,-0.6,52,-11%,-37%,-0.9%,/,/,-7%,/,/,2.9%,-4%,
O=C(Cc1c(Cl)cccc1Cl)NC1=NCCS1,1.6,70,-1%,-6%,0.3%,-25,-12,14%,i,-9,-1.2%,-4%,
Cc1cnc(C(=O)NC2CC(C)(C)Cc3c2cnn3-c2cccc(F)c2)cn1 (centres undefined),0.4,61,-2%,8%,0.2%,/,/,0%,/,/,4.5%,-4%,
Cc1ccc(C(=O)NCCNC(=O)c2ccco2)cc1C,-2.0,54,-1%,5%,0.7%,/,/,-2%,/,/,1.9%,-8%,
COCCn1ccc2c(OCC(=O)NCCc3ccc(OC)c(OC)c3)cccc2c1=O,-0.7,58,-7%,/,-0.8%,/,/,/,/,/,0.1%,/,
CC12CCC(=O)N1C(C(=O)Nc1ccccc1N1CCCCC1)CS2 (centres undefined),-1.2,48,8%,/,0.1%[50 µM],/,/,/,/,/,-1.0%,/,
O=C(CSc1ccc(-c2ccccc2)nn1)NCc1ccco1,-1.2,59,-3%,17%,0.3%,12,-11,-1%,i,-5,0.8%,-7%,
O=C(CCN1C(=O)/C(=C/c2ccccc2F)SC1=S)NCCc1ccc(O)cc1,4.8,66,-9%,-6%,0.2%,/,/,8%,/,/,-1.4%,-10%,
Cc1cc(C)c(N=C2C(=O)Nc3ccccc32)c(C)c1,3.6,43,-8%,10%,0.9%,/,/,-13%,/,/,8.9%,-4%,
O=C(CN1CCN(S(=O)(=O)c2ccc(F)cc2)CC1)Nc1cc(C(F)(F)F)ccc1Cl,5.8,54,-3%,2%,4.3%,-15,-6,-6%,i,46,0.3%,-1%,
CCOC(=O)/C(C(N)=NCc1ccco1)=C(/O)c1ccccc1,-0.4,88,-13%,-5%,3.0%,-7,-6,8%,i,-9,0.4%,-5%,
Cc1ccccc1C(=O)c1cccn1CC(=O)NC1CCCC(C)C1C (centres undefined),0.9,66,8%,8%,-0.4%,/,/,-18%,/,/,1.3%,-6%,
CC(=O)c1ccc(NS(=O)(=O)c2cc3c(cc2C)N(C(C)=O)CCO3)cc1,-1.1,61,0%,8%,0.2%,/,/,2%,/,/,0.6%,-6%,
COc1cccc(/C=N/N(C)C2=NS(=O)(=O)c3ccccc32)c1O,5.2,95,-3%,7%,0.7%,/,/,-10%,/,/,2.1%,-3%,
COc1ccc(N=C2CC(C)(C)CC(=O)/C2=C(/O)c2ccccc2)cc1,0.3,67,-11%,12%,0.2%,-3,5,-11%,i,9,0.2%,-1%,
Cn1cccc1C(=O)NC(=O)COC(=O)CNC(=O)c1ccc(Cl)cc1Cl,2.0,52,-10%,7%,1.5%,-1,-12,8%,i,-4,0.2%,-3%,
C/C(=N\OC(=O)c1ccccc1F)c1nccs1,0.1,79,-1%,0%,0.4%,8,-12,-1%,i,9,-0.9%,-2%,NS5 inhibitors pilot replicate=3.6

# Compound activity from PubChem BioAssay.
